Screening data from PubChem.
T cell modulator: T cell immune modulators affecting CD8 T cell-vesicle binding | AID 2052 | calls only at 7 µM | 0.068% of 330,000 active | 2C CD8+ T cell-vesicle binding, flow cytometry; active compounds read low;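 active = response, share of CD8 T cells binding vesicles, and their 90th percentile fluorescence all below set limits, cut at about 80% in these data, passing the limit was not always enough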
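Assay system: 2C TCR transgenic mouse naive CD8+ T cells, MACS-purified | Read-out: CD8+ gate FL2 mean fluorescence as % of same-row positive control | Signal: High-throughput flow cytometry with anti-B7-1 and anti-CD8 staining | Timing: Binding step 1.5 h, 37 °C, antibody labelling 20 min, ice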
RSV CPE inhibition: RSV antiviral activity via CPE protection, HEp-2 cells, primary 10 µM value included (AID 2391); HEp-2 cells, RSV-induced CPE inhibition; higher % means a stronger effect; one-dose CPE inhibition, % at 10 µM; IC50 in µM for titrated hits; 0.13% of 310,000 active; in the data active = a potency from the dose series; inconclusive = CPE inhibition mostly from about 23% at the one dose, without a potency; inactive = the rest, 99 in 100 with CPE inhibition below about 21%; note: strong numbers were not always called active
UTI89 phage lysis: inhibition of K1F phage lysis, E. coli UTI89, bacterial capsule biogenesis inhibitors, alamar blue (AID 488966); E. coli UTI89 K1F phage lysis, alamar blue, 2 h; higher % means a stronger effect; inhibition, % at 100 µM; hits with a dose series show IC50 in µM; 0.02% of 340,000 active;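 active = phage lysis inhibition, versus mean bacterial control, above a set limit; inconclusive = no clear call, values can overlap the other calls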;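 note: capsule biogenesis inhibitors block K1F phage lysis so surviving cells raise fluorescence; higher fluorescence means more inhibition of phage lysis; actives were called in the ten point dose series up to 300 µM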
T cell modulator vesicle-bound %: second read-out of T cell modulator, no call of its own (marks repeat the call); double positive events, %; measured here: CD8+ vesicle-bound cell fraction;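 binding gate set so that unloaded-vesicle control wells show 10% double positive cells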
* hit, by the source's call; i = inactive; u = inconclusive; [ ] = remark or other dose.

Labels used below: A = T cell modulator; B = T cell modulator vesicle-bound %; C = RSV CPE inhibition; D = UTI89 phage lysis
> N#CC1(NC(=O)COC(=O)c2cccc(-n3cnnn3)c2)CCCCC1
  A: i; B: 31.1; C: 1.9%; D: 1.1%[50 µM]

> Cc1ccc(NC(=O)CSCC(=O)Nc2sccc2C#N)cc1
  A: i; B: 31.4; C: -1.5%; D: 0.8%[50 µM]

> CC1(c2cccc(Br)c2)NC(=O)N(CC(=O)N2CCN(C(=O)c3ccco3)CC2)C1=O (stereo not given)
  A: i; B: 26.0; C: 0.8%; D: 0.5%[50 µM]

> CC1CCCCC12NC(=O)N(CC(=O)N1CCN(C(=O)c3ccco3)CC1)C2=O (stereo not given)
  A: i; B: 11.5; C: 0.2%; D: 0.1%[50 µM]

> O=C(COC(=O)c1ccc(F)cc1)NC1CC1
  A: i; B: 26.3; C: -0.1%; D: -0.3%

> O=C1CC2(CCN(C(=O)c3c(F)cccc3Cl)CC2)Oc2ccccc21
  A: i; B: 55.2; C: 4.5%; D: -1.2%

> CCC(C)(C)C1CCc2[nH]nc(C(=O)NC3CCCCC3)c2C1 (stereo not given)
  A: i; B: 50.1; C: -0.6%; D: 1.2%

> COC(=O)c1c(NC(=O)COC(=O)CCNS(=O)(=O)c2ccc(NC(C)=O)cc2)sc(C)c1C
  A: i; B: 36.6; C: 3.6%; D: 0.4%[50 µM]

> COc1ccc([C@H]2CC(=O)C=C(c3cc(F)ccc3OC)C2)cc1
  A: i; B: 39.4; C: 0.6%; D: 0.3%

> CC(C)(C)OC(=O)N1Cc2[nH]c3ccccc3c2C[C@@H]1C(=O)O
  A: i; B: 61.5; C: 0.8%; D: 0.5%[50 µM]

> COc1ccc([C@H]2CC(=O)C=C(c3cc(Cl)ccc3C)C2)cc1
  A: i; B: 38.4; C: 3.8%; D: 0.5%

> O=[N+]([O-])c1ccc(CSc2ccc(S(=O)(=O)N3CCCC3)cn2)cc1
  A: i; B: 8.8; C: 4.9%; D: 0.5%[50 µM]

> CCn1nnnc1SCC(=O)N(C)C1CCS(=O)(=O)C1 (stereo not given)
  A: i; B: 37.9; C: 0.8%; D: 1.7%

> Cc1ccc(NC(=O)c2ccc3c(c2)C(=O)N(c2ccccc2C)C3=O)nc1
  A: i; B: 18.5; C: -0.1%; D: 0.3%[50 µM]

> COc1ccc(C(=O)NNC(=O)COc2ccc(Cl)cc2C)cc1S(=O)(=O)N1CCOCC1
  A: i; B: 30.7; C: 0.8%; D: 0.8%[50 µM]

> COc1ccccc1C(=O)N1CCN(c2ccc(N3CCOCC3)nn2)CC1
  A: i; B: 41.0; C: -1.3%; D: 0.7%[50 µM]

> CCN1CCN(c2ccc(N3CCN(S(=O)(=O)c4cc([N+](=O)[O-])ccc4C)CC3)nn2)CC1
  A: i; B: 8.9; C: -2.8%; D: 1.2%[50 µM]

> O=C(COC(=O)CCc1nc2ccccc2c(=O)[nH]1)Nc1ccccc1OC(F)F
  A: i; B: 13.8; C: 1.0%; D: 0.3%[50 µM]

> CSCCC(NC(=O)COc1ccccc1)C(=O)N1CCC(C(N)=O)CC1 (stereo not given)
  A: i; B: 41.7; C: 1.1%; D: 1.8%[50 µM]

> O=C(Nc1ccc(Br)cc1)C1CCCN(C2=NS(=O)(=O)c3ccccc32)C1 (stereo not given)
  A: i; B: 44.1; C: 0.6%; D: 0.6%[50 µM]

> CCCCC1(Br)C(=O)N(c2ccccc2)N(c2ccccc2)C1=O
  A: i; B: 21.4; C: -1.1%; D: -0.5%[50 µM]

> CCCCc1nnc(NC(=O)Cc2ccc(S(=O)(=O)N3CCOCC3)s2)s1
  A: i; B: 11.6; C: 2.0%; D: 1.0%[50 µM]

> CCN(CC)S(=O)(=O)c1ccc(/C=C/C(=O)OCC(=O)Nc2cccnc2Cl)cc1
  A: i; B: 4.8; C: -0.9%; D: 0.1%[50 µM]

> CCOc1ccc(NC(=O)COC(=O)CNC(=O)c2ccc(-c3ccccc3)cc2)cc1
  A: i; B: 42.7; C: -0.1%; D: 0.5%[50 µM]

> O=C(Nc1ccccc1)C1CCN(S(=O)(=O)c2cccs2)CC1
  A: i; B: 39.6; C: 0.2%; D: 0.5%[50 µM]

3 entries out of the list above, arranged by their value in RSV CPE inhibition, high to low:
| structure | RSV CPE inhibition |
| --- | --- |
| CC1(c2cccc(Br)c2)NC(=O)N(CC(=O)N2CCN(C(=O)c3ccco3)CC2)C1=O (stereo not given) | 0.8% |
| O=C(Nc1ccc(Br)cc1)C1CCCN(C2=NS(=O)(=O)c3ccccc32)C1 (stereo not given) | 0.6% |
| CCN(CC)S(=O)(=O)c1ccc(/C=C/C(=O)OCC(=O)Nc2cccnc2Cl)cc1 | -0.9% |

The list goes on.
Labels used below: A = T cell modulator; B = T cell modulator vesicle-bound %; C = RSV CPE inhibition; D = UTI89 phage lysis
> CCN(CC(=O)Nc1ccc(NC(C)=O)cc1)C(=O)c1ccccc1SCC(=O)N1CCCC1
  A: i; B: 21.8; C: 1.1%; D: 0.2%[50 µM]

> CC(=O)N1CCN(C(=O)CCN(c2ccccc2)S(=O)(=O)c2ccc(C)cc2)CC1
  A: i; B: 35.8; C: 0.5%; D: 0.8%[50 µM]

> Cc1ccc(-c2nn(-c3ccccc3Cl)cc2C(=O)NCC2CCCO2)cc1 (stereo not given)
  A: i; B: 24.1; C: 1.1%; D: 0.3%[50 µM]

> Cc1cc2nnc(SCC(=O)NCc3ccco3)n2c2ccccc12
  A: i; B: 49.3; C: -1.1%; D: -0.3%

> COc1ccc(NC(=O)CSc2nnc(Cc3ccccc3)c(=O)n2N)cc1
  A: i; B: 16.1; C: -0.8%; D: 0.3%[50 µM]

> Cc1cc(C)n2nc(C(=O)NCC(=O)Nc3ccc(F)c(F)c3)nc2n1
  A: i; B: 20.6; C: -0.1%; D: 1.2%[50 µM]

> CC1CCCCN1C(=O)COC(=O)CNC(=O)c1ccc(Cl)cc1Cl (stereo not given)
  A: i; B: 29.1; C: -0.9%; D: 1.1%[50 µM]

> CN(CC(=O)Oc1ccc(-c2nnco2)cc1)S(=O)(=O)c1ccc(F)cc1
  A: i; B: 25.0; C: -1.6%; D: 0.9%[50 µM]

> C=CCNc1nc(C(=O)OCC(=O)c2cccc(Br)c2)cs1
  A: i; B: 45.3; C: 2.4%; D: 0.1%[50 µM]

> O=C(CN1C(=O)NC2(CCCc3ccccc32)C1=O)NC1CCCCC1 (stereo not given)
  A: i; B: 13.1; C: -2.3%; D: 0.7%[50 µM]

> Cc1ccc(S(=O)(=O)Nc2ccc(C(=O)N3CCN(c4ccccc4O)CC3)cc2)cc1[N+](=O)[O-]
  A: i; B: 50.1; C: 7.3%; D: -0.9%[50 µM]

> COc1ccc2nc(-c3ccccc3)nc(C3CCCCC3)c2c1
  A: i; B: 12.0; C: 4.4%; D: 1.2%

> CCOc1ccccc1OCCC(=O)OCC(=O)Nc1c(C)cc(C)cc1C
  A: i; B: 36.8; C: 1.5%; D: 1.3%[50 µM]

> COc1ccccc1NC(=O)Nc1nc(CC(=O)N2CCN(c3ccccc3)CC2)cs1
  A: i; B: 25.9; C: u; D: 1.1%[50 µM]

> C[C@@H]1CC[C@@]23COC(=O)C2=CCC[C@@H]3[C@@]1(C)CC/C(=C/CO)CO
  A: i; B: 25.3; C: 1.1%; D: -0.4%

> Cc1ccc(NC(=O)CN(C)C(=O)CSc2nc(C)cc(C)n2)cc1
  A: i; B: 39.0; C: -1.6%; D: -2.2%

> Cc1ccc(C)c(OCCC(=O)OCC(=O)Nc2cccc(S(=O)(=O)N3CCCC3)c2)c1
  A: i; B: 23.3; C: 2.0%; D: -0.5%[50 µM]

> Nc1nnc(SCC(=O)Nc2cccc(S(=O)(=O)N3CCCCC3)c2)s1
  A: i; B: 47.5; C: 2.5%; D: 0.5%[50 µM]

> Cn1c(C(=O)OCC(=O)NCc2ccc(F)cc2)cc2occc21
  A: i; B: 18.1; C: -0.5%; D: 0.8%[50 µM]

> O=C(CCc1ccccc1)NCCS(=O)(=O)N1CCN(c2ccccc2)CC1
  A: i; B: 44.9; C: 0.5%; D: 1.0%[50 µM]

> CCCCC1CCC(C(=O)N(C)CC(=O)Nc2cccc(OC)c2)CC1 (stereo not given)
  A: i; B: 48.4; C: 1.0%; D: 0.3%[50 µM]

> Cc1ccc(N2CC(C(=O)Nc3ccc(S(=O)(=O)N4CCOCC4)cc3)CC2=O)cc1Cl (stereo not given)
  A: i; B: 27.2; C: -0.2%; D: 1.3%[50 µM]

> CC(Sc1ncn[nH]1)C(=O)Nc1ccc(Cl)cn1 (stereo not given)
  A: i; B: 20.1; C: -2.3%; D: 0.9%[50 µM]

> CSc1ccccc1NC(=O)CN(C)C(=O)C1CC(=O)N(C(C)c2ccccc2)C1 (stereo not given)
  A: i; B: 16.2; C: 1.5%; D: 0.7%[50 µM]

> CN(CC(=O)Nc1ccc(Cl)c(C(F)(F)F)c1)C(=O)Cc1ccsc1
  A: i; B: 53.8; C: u; D: -1.5%

> Cc1cccc(Nc2nnc(SCC(=O)NC(=O)CN3CCCC3=O)s2)c1
  A: i; B: 26.2; C: 0.2%; D: -0.3%[50 µM]

> Cc1oc2ccc(O)cc2c1C(=O)c1ccc(Br)cc1
  A: i; B: 29.3; C: u; D: -0.1%

> C[C@@H](NC(=O)c1[nH]cnc1C(=O)Nc1ccon1)c1ccccc1
  A: i; B: 25.3; C: -0.8%; D: 0.8%

> Cc1ccc(S(=O)(=O)Nc2cc(Cl)ccc2-n2cncn2)cc1
  A: i; B: 32.7; C: 0.8%; D: -0.2%[50 µM]

> CCOc1cc(N2CCOCC2)c(OCC)cc1NC(=O)COC(=O)/C=C/c1ccc(OC(F)F)cc1
  A: i; B: 25.2; C: -0.8%; D: 1.7%[50 µM]

> COc1ccc(-c2noc(COC(=O)c3ccco3)n2)cc1OC
  A: i; B: 19.4; C: 4.7%; D: 0.9%[50 µM]

> Cc1ccc(S(=O)(=O)N2[C@@H](c3ccccc3F)C(C(=O)O)=CC[C@H]2c2cccs2)cc1
  A: i; B: 33.9; C: 2.6%; D: -0.3%

> Cc1cc(Cl)ccc1NC(=O)COC(=O)c1c(C)noc1C
  A: i; B: 29.6; C: -0.4%; D: 0.3%[50 µM]

> Cc1ccc(S(=O)(=O)N2CCN(C(=O)Cn3cnc4c3c(=O)n(C)c(=O)n4C)CC2)cc1C
  A: i; B: 43.5; C: 1.8%; D: 0.8%[50 µM]

> Cc1ccc(C(=O)NC2CC(=O)N(c3ccc4c(c3)OCCO4)C2)cc1[N+](=O)[O-] (stereo not given)
  A: i; B: 50.5; C: -1.2%; D: -0.7%

> CN(C(=O)COC(=O)C1=COCCO1)c1c(N)n(Cc2ccccc2)c(=O)[nH]c1=O
  A: i; B: 39.6; C: -1.3%; D: 1.2%[50 µM]

> C=CCN1c2ccccc2C(=O)CS1(=O)=O
  A: i; B: 23.3; C: 1.6%; D: 2.5%

> COC(=O)C1(Cc2cc(-c3ccc([N+](=O)[O-])cc3)no2)CCN(C(=O)OC(C)(C)C)CC1
  A: i; B: 28.0; C: 1.3%; D: -0.3%

> CC(OC(=O)c1cc(Br)ccc1O)C(=O)NCc1ccc2c(c1)OCO2 (stereo not given)
  A: i; B: 13.3; C: -0.8%; D: 0.0%[50 µM]

> CN(CC(=O)Nc1c(Cl)cccc1Cl)C(=O)c1ccccc1-c1nc2ccccc2s1
  A: i; B: 33.3; C: -0.1%; D: -1.7%

> O=C(COc1ccccc1)NCC(c1ccco1)N1CCCCC1 (stereo not given)
  A: i; B: 13.3; C: -1.4%; D: 0.8%[50 µM]

> O=C(COC(=O)CNC(=O)C1CCCCC1)Nc1ccc(Br)cc1Br
  A: i; B: 17.5; C: 1.2%; D: 0.9%[50 µM]

An excerpt of these results, as comma-separated lines:
compound,T cell modulator,T cell modulator vesicle-bound %,RSV CPE inhibition,UTI89 phage lysis
O=C(Nc1ccccc1)C1CCN(S(=O)(=O)c2cccs2)CC1,i,39.6,0.2%,0.5%[50 µM]
CCN(CC(=O)Nc1ccc(NC(C)=O)cc1)C(=O)c1ccccc1SCC(=O)N1CCCC1,i,21.8,1.1%,0.2%[50 µM]
CC(=O)N1CCN(C(=O)CCN(c2ccccc2)S(=O)(=O)c2ccc(C)cc2)CC1,i,35.8,0.5%,0.8%[50 µM]
Cc1ccc(-c2nn(-c3ccccc3Cl)cc2C(=O)NCC2CCCO2)cc1 (stereo not given),i,24.1,1.1%,0.3%[50 µM]
Cc1cc2nnc(SCC(=O)NCc3ccco3)n2c2ccccc12,i,49.3,-1.1%,-0.3%
COc1ccc(NC(=O)CSc2nnc(Cc3ccccc3)c(=O)n2N)cc1,i,16.1,-0.8%,0.3%[50 µM]
Cc1cc(C)n2nc(C(=O)NCC(=O)Nc3ccc(F)c(F)c3)nc2n1,i,20.6,-0.1%,1.2%[50 µM]

The list is partial (hit frequency here may not be typical).
